# Mito fusion act – inhibitors of mitochondrial division or activators of mitochondrial fusion | S. cerevisiae fusion-defective mutant growth rescue, CellTiterGlo 48 h | AID 485298 | Potency, µM (highest dose often 46.1 µM), inactives show at the top dose growth rescue (activation), hits mostly activators | 320,000 tested, 0.23% active;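 further: potency means the concentration at half of the fitted maximal effect; % of control where 0% means no effect; nearly all actives have a fitted effect of over 45% in size; temperature-sensitive fusion mutants such as fzo1-1 at 37 °C on non-fermentable ethanol glycerol medium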
#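 Growth-rescue viability read-out: after 48 h at the non-permissive 37C in glycerol/ethanol YPEG, yeast mitochondrial fusion mutants are measured by CellTiterGlo luminescence; compounds (23 nl pinned per well) restoring growth score as division inhibitors or fusion activators.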
# USP2a block – USP2a (human) protease inhibition. 330,000 tested, 0.01% active. Potency, µM (top dose mostly 38.3 µM), for the others: top-dose activity change, negative = inhibition, actives largely listed as inhibitors. USP2 core, Ub-CHOP2 coupled fluorogenic reporter, 485/531. O75604;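 further: potency means the concentration at half of the fitted maximal effect; plate controls were DMSO wells for no effect and full inhibition by NEM control for full effect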
# Target sequence (O75604 whole entry, looked up): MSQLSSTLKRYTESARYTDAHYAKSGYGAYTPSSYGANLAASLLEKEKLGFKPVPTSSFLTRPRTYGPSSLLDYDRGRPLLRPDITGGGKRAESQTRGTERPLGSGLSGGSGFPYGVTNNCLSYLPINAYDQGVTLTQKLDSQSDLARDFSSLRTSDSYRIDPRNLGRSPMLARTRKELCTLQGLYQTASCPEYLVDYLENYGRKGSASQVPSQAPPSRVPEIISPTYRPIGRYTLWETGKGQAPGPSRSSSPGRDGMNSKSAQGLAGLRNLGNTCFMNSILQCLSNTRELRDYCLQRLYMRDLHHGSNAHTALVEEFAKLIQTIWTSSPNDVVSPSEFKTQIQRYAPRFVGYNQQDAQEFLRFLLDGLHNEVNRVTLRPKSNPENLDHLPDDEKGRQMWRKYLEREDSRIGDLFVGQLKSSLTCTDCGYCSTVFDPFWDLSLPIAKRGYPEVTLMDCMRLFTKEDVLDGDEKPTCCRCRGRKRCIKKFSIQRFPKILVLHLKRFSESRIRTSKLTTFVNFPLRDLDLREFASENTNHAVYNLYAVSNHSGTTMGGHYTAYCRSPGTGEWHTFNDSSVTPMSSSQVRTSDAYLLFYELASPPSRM
#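 Cell-free coupled assay: 10nM USP2 core preincubated 30min RT with compound in Tris-HCl pH 8.0/CaCl2/CHAPS buffer, then 25nM Ub-CHOP2 and 25nM reporter substrate; fluorescence (Ex 485/Em 531) read after 60min RT, normalized to NEM inhibition, concentration-response curves fitted.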
# TSHR antag – human thyrotropin receptor antagonism | activity change, negative = inhibition, % at 11.5 µM | 330,000 tested, 0.2% active | P16473 | TSHR-expressing cells, TSH-stimulated cAMP HTRF, 2 h; hits give low values;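 active means activity change below a set negative limit, meaning inhibition stronger than a set level, cut at about -70% in these data; inconclusive means activity change between two set negative limits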; further: on the % scale 0 is the no-effect control and ±100 the full control effect
#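 TSHR-expressing cells were treated with compounds, then stimulated with TSH at EC80 (4nM final) for 2 hours at 37 deg C. Cellular cAMP was measured by HTRF competition between lysate cAMP and cAMP-d2 for a cryptate-labelled anti-cAMP antibody.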
# B2AR arrestin – recruits beta-arrestin to the human beta2-adrenergic receptor; P07550; beta-arrestin recruitment to beta2AR, cell-based reporter; Potency, µM (series often up to 46.1 µM), for inactives: at the highest dose activation, most hits filed as activators; 330,000 tested, 0.02% active;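 further: potency means the concentration at half of the fitted maximal effect; 0% = DMSO controls and full agonism = EC100 isoproterenol or metaproterenol; nearly all actives have a fitted effect of over 65% in size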
# Target sequence (P07550 whole entry, looked up): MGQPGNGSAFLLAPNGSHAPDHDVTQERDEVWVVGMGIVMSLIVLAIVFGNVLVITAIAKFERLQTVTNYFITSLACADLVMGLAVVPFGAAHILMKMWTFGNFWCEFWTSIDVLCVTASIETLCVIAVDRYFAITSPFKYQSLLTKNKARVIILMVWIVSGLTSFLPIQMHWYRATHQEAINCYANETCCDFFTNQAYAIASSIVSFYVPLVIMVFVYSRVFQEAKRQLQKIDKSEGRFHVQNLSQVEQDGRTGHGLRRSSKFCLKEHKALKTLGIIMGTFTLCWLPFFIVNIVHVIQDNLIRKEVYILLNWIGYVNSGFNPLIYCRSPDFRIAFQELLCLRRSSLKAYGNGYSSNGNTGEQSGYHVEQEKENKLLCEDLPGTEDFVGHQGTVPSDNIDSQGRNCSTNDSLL
# ELG1 repair inh – blocks ELG1-dependent DNA repair in HEK293T cells; HEK293T ELG1-luciferase reporter, luminescence, 16 h; DNA damage induced by 5-fluorouridine; Potency, µM (titrated, usually from 46.1 µM), inactives show at the highest dose activity change, negative = inhibition, actives largely listed as inhibitors; 330,000 tested, 2.3% active; further: potency means the concentration at half of the fitted maximal effect; on the % scale 0 is the no-effect control and ±100 the full control effect; nearly all actives have a fitted effect of over 55% in size
#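 5-Fluorouridine DNA damage + compound/DMSO, 2,000 cells/well, 16 h, 37 °C/5% CO2. ONE-Glo, 30 min RT, luminescence. Readout = decrease in reporter signal.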
# BCR signal inh – inhibitors of chronic active B-cell receptor signaling; ABC-DLBCL IkBa-CBG/CBR reporter, luminescence ratio, 4 h; Potency, µM (top dose mostly 46.1 µM), without a hit: at the top dose ratio change, negative = lower green/red ratio, most hits filed as inhibitors; 340,000 tested, 0.05% active; active means well fitted inhibition curve with a large enough effect in the signal ratio, with a control signal flat, not every such curve was filed as active; inconclusive means small, poorly fitted or top-dose-only effect, or effect the other way, or a change in a side signal; the % refers to the signal ratio;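 further: potency means the concentration at half of the fitted maximal effect; plate controls were basal doxycycline-induced cells for no effect and cells given 10 µM MG132 for full effect; MG132 reads +100%, hits lower the ratio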
#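 Cell line TMD8 (human ABC DLBCL), stably expressing tet-inducible CBG68-IkBa fusion and CBR; IMDM/0.5% FBS; cpd up to 46 uM; dox induction, 4 h, 37C/5% CO2; dual luminescence; green/red ratio; MG132 control.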
# Tb PFK block – blocks T. brucei phosphofructokinase | O15648 | T. brucei PFK, ADP-Glo luminescence | Potency, µM (series often up to 57.5 µM), without a hit: at the highest dose activity, negative = inhibition, actives largely listed as inhibitors | 330,000 tested, 0.17% active;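 further: potency means the concentration at half of the fitted maximal effect; 0% = uninhibited 1x PFK enzyme wells and -100% = no-enzyme wells; nearly all actives have a fitted effect of over 60% in size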
#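 ADP-Glo luminescence quantified ADP after 45 min at room temperature, with 1.25 nM T. brucei PFK, 0.1 mM ATP and 0.5 mM fructose-6-phosphate in pH 8.0 TEA buffer. qHTS titrations up to 57 µM; curves classified by quality.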
# TSG101-PTAP inh – blocks PTAP/TSG101 interaction to inhibit HIV-1 budding. 340,000 tested, under 10 active. Potency, µM (series often up to 115 µM), without a hit: at the top dose activity change, negative = inhibition, hits mostly inhibitors. AID 493005. Fluorescence polarization, FITC-PTAP peptide / Tsg101 binding; active means well fitted inhibition curve with a large enough effect in the main read-out, with a control signal flat, not every such curve was filed as active; inconclusive means small, poorly fitted or top-dose-only effect, or effect the other way, or a change in a side signal; inactive means no such curve, though single readings can be large or run the other way; further: potency means the concentration at half of the fitted maximal effect; % of control where 0% means no effect
#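 Compounds were pin-transferred onto Tsg101 binding domain (10 uM final) in HEPES pH 7.5 buffer, then FITC-PTAP peptide was added at 50 nM final. After 20 min at RT, polarization reported peptide displacement across a qHTS concentration series.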
# uPA generation – blocks generation of uPA at the cell surface; cell surface uPA generation assay, qHTS; Potency, µM (top dose mostly 38.3 µM), for inactives: at the highest dose activity change, negative = inhibition, usual class: inhibitors; 330,000 tested, 0.31% active; AID 540303; active means well fitted inhibition curve with a large enough effect; inconclusive means small, poorly fitted or top-dose-only effect; inactive means no such curve, though single readings can be large or run the other way; tested in mouse RAW 264.7 cells; further: potency means the concentration at half of the fitted maximal effect; on the % scale 0 is the no-effect control and ±100 the full control effect; nearly all actives have a fitted effect of over 55% in size
# Eya2 inh – Eya2 (human) phosphatase inhibition; O00167; recombinant Eya2, OMFP fluorescence dephosphorylation (OMFP is methylfluorescein phosphate); Potency, µM (series often up to 76.9 µM), without a hit: top-dose activity, negative = inhibition, actives largely listed as inhibitors; 330,000 tested, 0.006% active; further: potency means the concentration at half of the fitted maximal effect; on the % scale 0 is the no-effect control and ±100 the full control effect
#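 Eya2 protein (added as 0.2 uM solution) was preincubated with compound for 10 min at ambient temperature in 50 mM HEPES pH 7.5, 50 mM NaCl, 5 uM MgCl2, 0.05% BSA, 1 mM DTT. OMFP (added at 50 uM) then reacted 10 min; fluorescence read at 485/525 nm.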
# TCR activator – T cell receptor activation | Potency, µM (highest dose often 9.22 µM), for the others: top-dose activation of IL-2 secretion, hits mostly activators | 330,000 tested, under 10 active | primary human leukocytes, anti-CD3, IL-2 HTRF, 48 h; further: % of control where 0% means no effect
#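 Using a-CD3 beads without co-stimulation, primary human leukocytes were exposed to compounds for 48 hr. An HTRF IL-2 kit measured the cytokine, with europium-to-d2 energy transfer producing emission at 665nm upon 320nm excitation.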
# * hit, by the source's call; u = inconclusive; x = not tested or not shown; & = joins results of further samples; [ ] = dose if it differs, or a comment. Unless noted, the call rests on the fitted dose curve; in most records, active means well fitted curve in the direction sought with a large enough effect; inconclusive means small, poorly fitted or top-dose-only effect, or another doubt; inactive means no such curve, though single readings can be large; an effect the other way counts as inactive or inconclusive.
SMILES,Mito fusion act,USP2a block,TSHR antag,B2AR arrestin,ELG1 repair inh,BCR signal inh,Tb PFK block,TSG101-PTAP inh,uPA generation,Eya2 inh,TCR activator
CC(Cc1ccccc1)N1C(=O)c2ccccc2C1=O (stereo unspecified),-4%,3%,1,-0.1%,16%,u,1%,-3%,-10%,-25%,0%
O=c1c2ccccc2nc(CNCc2ccco2)n1-c1ccc(F)cc1,4%,4%,2,0.0%,-24%,-7%,-7%,2%,7%,3%,-2%[46.1 µM]
O=C(c1ccc2c(c1)OCO2)C1CCCN(Cc2ccccn2)C1 (stereo unspecified),-2%,-2%,-2,-1.0%,-12%,-3%,0%,-1%,-2%,-4%,4%
Fc1ccc(N2CCN(Cc3cc4c(cc3Br)OCO4)CC2)cc1,-5%,0%,-4,-0.2%,-10%,9%,-2%,-12%,1%,-5%,8%
COc1ccc(C)cc1NC1=NCCCS1,3%,0%,-6,0.0%,4%,2%,-1%,1%,6%,6%,x
O=C(Nc1ccc(F)cc1F)c1cccn(Cc2ccccc2)c1=O,-1%,17%,-31,-0.3%,5%,7%,0%,0%,-2%,7%,x
CCC(=O)Nc1ccc(F)c(Cl)c1,7%,-1%,-7,2.3%,7%,10%,30µM*,-6%,0%,9%,4%
COC(=O)C1=C(c2ccc(-c3ccccc3)c(F)c2)C[C@@H]2CC[C@H]1N2C(=O)NCc1ccco1,u,0%,-83*,u,u,u,0%,1%,u,-16%,-2%
Clc1ccc(-c2nc3ccc(Cl)cn3c2CN2CCOCC2)cc1,16%,1%,10,0.2%,u,8%,-14%,-3%,6%,-10%,0%
Cc1cc(/C=C2\C(=O)NC(=O)N(c3cccc(F)c3)C2=O)c(C)n1-c1ccc(C(=O)O)c(Cl)c1,3%,3%,4,-0.3%,-18%,u,17%,1%,4%,-18%,x
O=c1c2ccccc2nc(Cc2ccccc2)n1-c1ccc(O)cc1,-4%,-3%,1,-0.2%,-8%,-4%,1%,-11%,7%,7%,2%
Cc1ccc(-n2c(C)cc(/C=C3/C(=O)NC(=O)N(Cc4ccco4)C3=O)c2C)cc1,-1%,2%,22,-0.1%,16%,u,-1%,-1%,7%,3%,1%[46.1 µM]
CC(C)COc1ccc(Cc2c(O)[nH]c(=S)[nH]c2=O)cc1,-1%,2%,3,-0.7%,-19%,1%,-4%,-2%,5%,-12%,x
COc1ccc(CN2CCN(c3ccccc3)CC2)c(C)c1C,3%,0%,-2,0.2%,-19%,24%,-3%,-7%,0%,5%,-1%
CCCOP(=O)(c1ccc(N(C)C)cc1)C(O)c1ccc(Cl)cc1 (stereo unspecified),7%,3%,0,0.2%,-10%,u,2%,1%,-4%,-6%,-1%
S=C=Nc1ccccn1,-8%,4%,3,0.1%,u,-6%,-3%,0%,-20%,10%,6%
Cc1ccc(OP(=O)(Nc2cccc(C)c2)Oc2ccc(C)cc2)cc1,-13%,0%,-7,0.5%,u,u,1%,-12%,0%,-6%,7%
CN(C(=O)Oc1ccc(C(C)(C)C)cc1)c1ccccc1,-1%,3%,-6,0.3%,u,u,0%,-1%,0%,-10%,-1%
CCOC(C(=O)OCCC[N+](C)(CC)CC)(c1ccccc1)c1ccccc1,0%,8%,3,-0.1%,-6%,-9%,1%,0%,-4%,8%,7%
S=C1Nc2ccccc2Sc2ccccc21,1%,1%,-15,-0.8%,u,-18%,-5%,-2%,-3%,1%,0%
O=C(NCc1ccccc1)c1noc2c1CCCCC2,1%,0%,-1,-0.1%,u,-21%,0%,x,u,-3%,x
COc1ccc(CCNCc2ccccn2)cc1OC,-5%,0%,-2,0.0%,0%,8%,0%,0%,x,-12%,8%
COc1ccccc1CNCC(O)Cn1c2ccccc2c2ccccc21 (stereo unspecified),-20%,-6%,-1,-1.5%,u,u,-1%,-7%,u,-3%,-5%[46.1 µM]
O=c1[nH]c(=O)n(C2CCCCC2)c(O)c1C1NCCc2ccccc21 (stereo unspecified),1%,-1%,3,-0.2%,10%,u,4%,-2%,-1%,x,-1%
C=C1C(=O)O[C@@H]2C[C@@H](C)[C@@H]3C=CC(=O)[C@@]3(C)[C@@H](O)[C@H]12,-44%[inhibitor],10%,4,-0.5%,4.1µM*,u,-14%,1%,-74%,-11%,2%
# (list continues)
SMILES,Mito fusion act,USP2a block,TSHR antag,B2AR arrestin,ELG1 repair inh,BCR signal inh,Tb PFK block,TSG101-PTAP inh,uPA generation,Eya2 inh,TCR activator
CC(Cc1cnccn1)NCc1c(C(=O)N2CCCCCCC2)nc2ccc(Cl)cn12 (stereo unspecified),-1%,0%,-8,0.0%,-5%,-1%,-8%,x,-8%,0%,-5%
Cc1ccc(C(=O)O)cc1N=Nc1c(O)[nH]c(=O)[nH]c1=O,3%[9.22 µM],-1%,-4,0.1%,2%,7%,23%,2%,-4%,16%,-2%
CN(C)C(=O)Oc1ccc2oc(=O)cc(-c3cc4ccccc4o3)c2c1,3%,1%,-3,0.4%,-28%,u,-1%,2%,8%,1%,-1%
Nc1ncc2[nH]cnc2n1,1%&1%,2%&-3%,5&9,-0.1%&-0.4%,14%&17%,0%&1%,-8%&-1%,-1%&-2%,25%&9%,3%&7%,0%&8%
COC(=O)c1ccc(CN2CCN(Cc3ccccc3)CC2)cc1,1%,-1%,-4,-0.1%,u,1%,-4%,-18%,x,-12%[15.4 µM],-4%
O=C(NNc1c(F)c(F)cc(F)c1F)c1cc2ccccc2oc1=O,-1%,3%,3,0.1%,u,-4%,-4%,2%,0%,5%,-3%
O=C(COc1ccccc1)N1CCN(Cc2c[nH]c3ccccc23)CC1,-4%,-1%,0,0.3%,-22%,-3%,-12%,-2%,-15%,-5%,0%
NC(=NCCCCCCN=C(N)/N=C(\N)Nc1ccc(Cl)cc1)/N=C(\N)Nc1ccc(Cl)cc1,-36%&-37%&-29%[inhibitor],u,-1&-1&25,-0.7%&-0.1%&-0.1%,-10%&-22%&-13%,u,2%&-3%&-2%,0%&0%&1%,u,u,-13%&-9%&-1%
COC(=O)C1=C(c2ccc(OC(F)(F)F)cc2)C[C@@H]2CC[C@H]1N2C(=O)NCCCOC(C)C,1%,0%,-18,-0.1%,2%,u,2%,x,-21%,-10%,9%
Cc1nc2cc(C(F)(F)F)ccc2n1C1CCN(Cc2nnnn2Cc2cccs2)CC1,1%,4%,12,-0.1%,-12%,-18%,-4%,-6%,8%,6%,-1%
Cc1cc(OCC(=O)Nc2cc(C)nn2-c2ccccn2)c2c3c(c(=O)oc2c1)CCC3,1%,2%,-9,-0.1%,0%,-1%,-2%,x,x,3%,x
O=c1[nH]c(=O)n(CCC2=CCCCC2)c(O)c1C=Nc1cccc(F)c1,-2%,0%,-11,0.7%,u,7%,-2%,-1%,-7%,-5%,-1%
CCN1C(=O)C(=C/C=C/c2ccco2)C(=O)N(CC)C1=S,-3%,2%,-4,-1.1%,u,2%,-3%,11%,-4%,24%,2%[46.1 µM]
Cc1cccn2c(=O)c3c(nc12)N1CCc2ccccc2C1C1(C3)C(=O)NC(=O)N(C)C1=O (stereo unspecified),1%,-5%,4,0.1%,13µM*,21%,1%,-5%,x,-23%,-4%
C=C[C@H]1CN2CC[C@H]1C[C@@H]2[C@@H](O)c1ccnc2ccccc12,-6%,1%,x,-0.1%,2%,-13%,-1%,-8%,9%,-1%,-4%
CCc1ccccc1NC(=O)N1C[C@H]2C[C@@H](C1)c1cccc(=O)n1C2,3%,0%,25,-0.9%,4%,-8%,1%,-3%,0%,5%,1%
Cn1c(C(=O)O)c(CC(=O)N2CCN(Cc3ccccc3)CC2)c2ccccc21,0%,-8%,1,-0.3%,9%,0%,3%,-3%,-2%,18%,0%
OCC#CC[N+]1(CC#Cc2ccccc2)CCOCC1,16%,0%,17,-0.7%,11%,-2%,4%,1%,3%,-4%,-3%
COc1cc(C2SCC(=O)Nc3c2c(C)nn3-c2ccccc2)cc(OC)c1OC (stereo unspecified),-2%,1%,5,0.2%,4%,-17%,-2%,-2%,1%,24%,-7%

# Screening results (PubChem)

# These rows are one share of the data (hit frequency here may not be typical).
